# Assay outcomes: PubChem, National Center for Advancing Translational Sciences (NCATS)
# Lipid storage S3 = qHTS Assay for Lipid Storage Modulators in Drosophila S3 Cells. 0.64% of 320,000 active. AID 2685, 2010. Drosophila S3 cells, BODIPY lipid droplet fluorescence, 18-24 h; cells fed with added oleic acid. Potency in µM for hits, for the others lipid storage change, negative = inhibition, % at the top dose, mostly 46.1 µM; active = well fitted inhibition curve with a large enough effect in the signal ratio, with a control signal flat, not every such curve was filed as active; inconclusive = small, poorly fitted or top-dose-only effect, or effect the other way, or a change in a side signal; the % refers to the signal ratio
#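 Drosophila S3 cells loaded with oleic acid (400 uM, as added) and compounds at several concentrations; lipid droplets imaged by 488-nm laser-scanning cytometry, 500–530 nm intensity and object ratio to cell channel. Percent activity normalized to 20 uM Triacsin C.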
# Lipid storage S3 cell count max = further read-out of Lipid storage S3, marked with its call; cell number change, %; measured here: cell count max response;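 cells counted by Cell Tracker Red CMTPX staining in the red channel; peak over a dose series mostly up to 46.1 µM; percent activity relative to internal control wells on each plate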
# Starred values were filed as active, the others as inactive; i = inactive; ? = inconclusive; . = not tested or not shown. % is scaled to controls: 0 for no effect and ±100 for the full control effect; potency is read from the fitted curve at half-maximal effect. This is a subset. The share of hits here may be higher or lower than overall.
SMILES,Lipid storage S3,Lipid storage S3 cell count max
CCOC(=O)c1ccc(NC(=O)CCC2COc3ccccc3O2)cc1 (configuration not stated),?,.
O=C(CN(C(=O)c1csnn1)c1cccc2ccccc12)NCc1ccc(F)cc1,?,.
OCC1CCCN(Cc2cn(Cc3ccccc3)nc2-c2cc3ccccc3o2)C1 (configuration not stated),25%,0
COc1ccc2c(c1)[nH]c1c(=O)n(Cc3ccncc3)cnc12,-4%,8
Cn1c(=O)c([N+](=O)[O-])c(N2CCN(Cc3ccc4c(c3)OCO4)CC2)c2ccccc21,1%,15
N#CCCN/N=C(\Cc1nc2ccccc2[nH]1)c1ccccc1,-2%,.
Cc1cccc(NC(=O)C2C3C=CC(C4CC34)C2C(=O)O)c1 (configuration not stated),1%,23
Cc1ccc(S(=O)(=O)N2CCCCC2)cc1NC(=O)c1cncc(Br)c1,?,.
CCC(Sc1ncccc1C(=O)O)C(=O)N1CCCC1 (configuration not stated),3%,3
CCn1ccc(C(=O)NC2=NCCS2)n1,?,.
CCn1c(C)[n+](CC)c2ccc(S(=O)(=O)NC)cc21,8%,3
O=C(CSc1ccc(-c2ccccn2)nn1)NCc1ccccc1,1%,3
Cc1nn(-c2ccccc2)c(Cl)c1C(=O)NCc1cccs1,6%,6
Cc1cccc2cc(CN(Cc3ccc4c(c3)OCO4)Cc3nnnn3C3CCCC3)c(=O)[nH]c12,-9%,-17
OC(CNC1CCCC1)COc1ccc(F)cc1 (configuration not stated),9%,26
c1ccc(-c2cncnc2)nc1,?,.
O=C(CSc1nccn1-c1ccccc1)c1ccc(Cl)cc1,-7%,-8
COc1cccc(C(=O)Nc2ccc3ccccc3c2)c1,i,24
Cc1ccc(/C=N/n2c(-c3cccnc3)n[nH]c2=S)s1,?,.
Cc1ccccc1OCCC(=O)N1CCN(S(=O)(=O)c2ccc(Br)cc2)CC1,?,.
CC(C)(C)c1ccc(Oc2ccc(NC(=O)c3ccco3)cn2)cc1,?,.
COc1ccc(C2=NN(C(=O)CSc3nnnn3C)C(c3ccco3)C2)cc1 (configuration not stated),-14%,8
O=C(NC(=S)Nc1ccccc1N1CCOCC1)c1ccc(-c2ccccc2F)o1,17%,4
Cc1cc(C)c(C(N)=O)c(Nc2cccc3ccccc23)n1,3%,6
Clc1ccc(-c2nnc(-c3cccc4ccccc34)o2)cc1Cl,3%,-9
CCOC(=O)c1c(-c2ccc(OC)cc2)csc1NC(=O)CSc1ncnc2sccc12,?,.
COc1ccc(CCC(=O)NCC23CC4CC(CC(C4)C2)C3)cc1,?,.
COc1ccc(C2C(C(=O)N3CCN(c4ccccc4)CC3)c3ccccc3C(=O)N2C)cc1OC (configuration not stated),?,.
CC(C)Nc1nc(NC(C)C)nc(N(C#N)C(C)C(=O)N(C)C)n1 (configuration not stated),6%,11
COc1ccc(/C=N/N2CCN(c3ccccc3OC)CC2)cc1OC,i,.
O=C(Nc1ccc(S(=O)(=O)N2CCCCC2)cc1)c1ccc(F)cc1,?,.
COc1ccccc1OCc1nc(-c2ccc([N+](=O)[O-])cc2)no1,?,.
Cc1cc2c(c(=O)n1Cc1cccnc1)C(c1ccccc1)C(C#N)=C(N)O2 (configuration not stated),?,.
CCOC(=O)c1ccc(NC(=O)N2CCN(c3ccccc3OC)CC2)cc1,?,.
Cn1c(CN2CCCC2)c(C#N)c2ccccc21,-7%,1
Cn1nc(C(=O)NCc2ccc(F)cc2)cc1C(=O)NCc1ccc(F)cc1,?,.
Cn1c(CCCOc2ccc(Cl)cc2Cl)nnc1SCC(=O)Nc1cccc(F)c1,?,.
CCOc1ccc(C(=O)Nc2ccc(N3CCN(C)CC3)cc2)cc1Br,?,.
Cc1ccc(C2CC(c3ccccc3)=NN2C(=O)CSc2nnc(-c3ccc(Cl)cc3)o2)o1 (configuration not stated),?,.
N#C/C(C(=S)Nc1ccccc1)=C1/NN=C(N2CCOCC2)N1c1ccccc1,?,.
N#CC1=C(N)Oc2n[nH]c(-c3cccs3)c2C1c1cccs1 (configuration not stated),14%,1
CCCCCCc1ccc(OCC(=O)OC)cc1OCC(=O)OC,?,.
CN1/C(=C\C(=O)COC(=O)c2ccc([N+](=O)[O-])o2)C(C)(C)c2ccccc21,-8%,5
O=C(Cc1ccc(NS(=O)(=O)c2cccc(C(F)(F)F)c2)cc1)NCCN1CCOCC1,?,.
CC(=O)NN1C(=O)/C(=C\c2ccccc2)SC1=S,-4%,2
CCOC(=O)Cn1c(SC)nc2sc3c(c2c1=O)CC(C)(C)OC3,9%,-12
O=C(CCN1CCc2ccccc2C1)Nc1cccc(F)c1,?,.
Cc1ccc(CN2CC(C(=O)Nc3ccncc3)CC2=O)cc1 (configuration not stated),?,.
CCCCn1c(N)c(N(CC(C)C)C(=O)c2c(-c3ccccc3)noc2C)c(=O)[nH]c1=O,?,.
COc1ccc(/C=C/C(=O)Oc2cccc(/C=N/NC(=O)c3cccc(F)c3)c2)cc1,12%,.
# More compounds
SMILES,Lipid storage S3,Lipid storage S3 cell count max
CSc1ccc(COC(=O)c2cc([N+](=O)[O-])ccc2N2CCOCC2)cc1,?,.
COCCNC(=O)C1CC(=O)N(CCc2ccccc2)C1 (configuration not stated),-1%,16
O=C(c1ccc(CS(=O)Cc2ccccc2Cl)o1)N1CCN(c2cccc(Cl)c2)CC1 (configuration not stated),i,.
Cc1ccccc1C(=O)c1cccn1CC(=O)NC(C)CCc1ccccc1 (configuration not stated),i,.
O=C(CN1CCSCC1)N/N=C/c1ccc(F)cc1F,?,.
O=C(Nc1ccc(N2CCOCC2)c(Cl)c1)c1ccccc1Cl,18%,9
CC(C)(C)NCCCCOc1ccccc1F,i,-11
Cc1cc(Cn2nc(-c3ccccc3C)cc2C(=O)O)on1,-1%,14
O=c1oc(/C=C/c2ccccc2)nc2ccccc12,-15%,8
O=c1[nH]cnc2ccsc12,?,.

# As a short view, 21 of the compounds above.
SMILES,Lipid storage S3,Lipid storage S3 cell count max
N#C/C(C(=S)Nc1ccccc1)=C1/NN=C(N2CCOCC2)N1c1ccccc1,?,.
N#CC1=C(N)Oc2n[nH]c(-c3cccs3)c2C1c1cccs1 (configuration not stated),14%,1
CCCCCCc1ccc(OCC(=O)OC)cc1OCC(=O)OC,?,.
CN1/C(=C\C(=O)COC(=O)c2ccc([N+](=O)[O-])o2)C(C)(C)c2ccccc21,-8%,5
O=C(Cc1ccc(NS(=O)(=O)c2cccc(C(F)(F)F)c2)cc1)NCCN1CCOCC1,?,.
CC(=O)NN1C(=O)/C(=C\c2ccccc2)SC1=S,-4%,2
CCOC(=O)Cn1c(SC)nc2sc3c(c2c1=O)CC(C)(C)OC3,9%,-12
O=C(CCN1CCc2ccccc2C1)Nc1cccc(F)c1,?,.
Cc1ccc(CN2CC(C(=O)Nc3ccncc3)CC2=O)cc1 (configuration not stated),?,.
CCCCn1c(N)c(N(CC(C)C)C(=O)c2c(-c3ccccc3)noc2C)c(=O)[nH]c1=O,?,.
COc1ccc(/C=C/C(=O)Oc2cccc(/C=N/NC(=O)c3cccc(F)c3)c2)cc1,12%,.
CSc1ccc(COC(=O)c2cc([N+](=O)[O-])ccc2N2CCOCC2)cc1,?,.
COCCNC(=O)C1CC(=O)N(CCc2ccccc2)C1 (configuration not stated),-1%,16
O=C(c1ccc(CS(=O)Cc2ccccc2Cl)o1)N1CCN(c2cccc(Cl)c2)CC1 (configuration not stated),i,.
Cc1ccccc1C(=O)c1cccn1CC(=O)NC(C)CCc1ccccc1 (configuration not stated),i,.
O=C(CN1CCSCC1)N/N=C/c1ccc(F)cc1F,?,.
O=C(Nc1ccc(N2CCOCC2)c(Cl)c1)c1ccccc1Cl,18%,9
CC(C)(C)NCCCCOc1ccccc1F,i,-11
Cc1cc(Cn2nc(-c3ccccc3C)cc2C(=O)O)on1,-1%,14
O=c1oc(/C=C/c2ccccc2)nc2ccccc12,-15%,8
O=c1[nH]cnc2ccsc12,?,.

# More records.
SMILES,Lipid storage S3,Lipid storage S3 cell count max
CC(=O)c1ccc(-c2nnc(CCC(=O)N(C)Cc3cccc4cnccc34)o2)s1,0%,11
O=C(CSc1ccccc1)Nc1cccc(S(=O)(=O)N2CCCC2)c1,5%,-8
NC(=O)CSc1nnc(-c2cccc(S(=O)(=O)N3CCOCC3)c2)n1C1CCCCCC1,?,.
Cc1nnc(NC(=O)C2(c3ccccc3)CCOCC2)s1,?,.
c1cc2[nH]snc2c2nc(C3CC3)nc12,?,.
Cc1ccc2c(c1)N(CC(=O)NC1CCCCC1C)C(=O)CO2 (configuration not stated),4%,9
COc1ccccc1N1CCN(c2ccc([N+](=O)[O-])nc2)CC1,?,.
C=CCNC(=S)Nc1nc2c(cc1C(=O)OCC)COC(C)(C)C2,?,.
CCOc1cccc2c1OC1(C)CC2NC(=O)N1c1cccc(C(=O)NCc2ccccn2)c1 (configuration not stated),?,.
Nc1n[nH]c(=S)n1/N=C1/C(=O)Nc2ccccc21,?,.
Cc1ccc(NC2CCCN(C(=O)CN3C(=O)c4ccccc4C3=O)C2)cc1C (configuration not stated),19%,5
Cc1ccc(-c2ocnc2C(=O)Nc2ccccc2C(=O)N2CCCC2)cc1,?,.
CC(NC(=O)Cc1cccc(C(F)(F)F)c1)c1ccc(F)cc1 (configuration not stated),?,.
COCCCNC(=O)c1c(NC(=O)c2cccs2)sc2c1CCCC2,0%,-4
O=C(CCCn1cnc([N+](=O)[O-])n1)Nc1cccc2ccccc12,?,.
COc1ccc(S(=O)(=O)NCCc2csc(-c3cccnc3)n2)cc1,?,.
Cn1nc2c(c1C(=O)O)CCCC2,-9%,-14
Cc1ccc2nc(-c3ccc(NC(=S)NC(=O)C(C)C)cc3)sc2c1,i,-4
O=C(COc1ccc(C(F)(F)F)cc1[N+](=O)[O-])Nc1cccc(C(F)(F)F)c1,7%,2
O=C(O)CSc1c(-c2ccccc2)[nH]c2ccccc12,?,.
O=C(CNS(=O)(=O)c1cccs1)N1CCN(c2ccccc2F)CC1,?,.
COc1ccc(NC(=O)N(Cc2ccc3c(c2)OCO3)C2CC(=O)N(c3ccc(OC)cc3)C2=O)cc1 (configuration not stated),?,.
CC1CN(C(=S)Nc2cccc(Cl)c2Cl)CC(C)O1 (configuration not stated),14%,-6
O=C(CS(=O)c1cccc(Cl)c1)Nc1ccccc1Cl (configuration not stated),9%,-2
CC1CCN(S(=O)(=O)c2ccc(C(C)C)cc2)CC1,?,.
CC1CCN(c2ccc([N+](=O)[O-])cc2C(=O)O)CC1,1%,0
CCCSc1ccc2nc(-c3ccccc3)cn2c1,-1%,-7
CCC(CC)NC(=O)c1cc2c(C)nn(Cc3ccccc3Cl)c2s1,?,.
O=c1[nH]cnc2c1cnn2Cc1ccccc1,9%,18
CSc1nnc2ccc(-c3ccc(C)cc3)nn12,?,.
O=C(CCl)Oc1ccc2occ(C(=O)c3cccs3)c2c1,?,.
Cc1ccccc1C1CCCN(Cc2nc(C3CC3)no2)C1 (configuration not stated),4%,-4
CCCCCCCCC(=O)NCCOc1ccc(OC)cc1,-7%,-3
O=C(CSc1cccc[n+]1[O-])NC1CCCCCCC1,?,.
CCN(CCO)Cc1cc(=O)oc2cc3c(cc12)CCC3,?,.
CCOc1cc(CNCc2ccccn2)ccc1OCC(=O)NC1CCCCC1,?,.
CCn1c(COc2ccccc2OC)nnc1SCC(=O)NC1CCCC1,?,.
C=CCOC(=O)C1=C(C)NC(SCC(=O)NC(=O)OCC)=C(C#N)C1c1cccnc1 (configuration not stated),?,.
CC(=O)N1CC(C)Oc2ccc(S(=O)(=O)NC(CC(=O)O)c3ccccc3C)cc21 (configuration not stated),i,.
CCOc1ccccc1N1C(=O)CN(Cc2ccc(OC)c(OC)c2)C1=S,-13%,-5
Cc1cccc(N2CCN(C(=O)c3ccc(NC4=NC5CS(=O)(=O)CC5S4)cc3)CC2C)c1 (configuration not stated),i,-16
CCOc1cc(C(=O)OCc2ccc([N+](=O)[O-])cc2)ccc1OCC(=O)N1CCOCC1,?,.
COc1ccc(N(CC(=O)NCC(C)C)S(=O)(=O)c2ccccc2)cc1,?,.
CCOC(=O)C1=C(C)C(c2ccccc2O)NC(=O)N1 (configuration not stated),2%,3
CCc1ccc(Nc2cc(C)nc3nc(C)nn23)cc1,?,.
CC1OC(Nc2ccc(N=Nc3ccccc3)cc2)C(O)C(O)C1O (configuration not stated),?,.
O=C1CC(c2ccccc2)Cc2nc3nc(C(F)(F)F)nn3cc21 (configuration not stated),?,.
CCCOc1ccc(Cn2c(O)cc(=O)[nH]c2=O)cc1,2%,-11
CC(C)(C)Nc1nc(SCC(=O)Nc2ccccc2)nc(N2CCOCC2)n1,-1%,-17
COc1cc(C(=O)OCC(C)=O)c([N+](=O)[O-])cc1OC,?,.
# (cont.)
SMILES,Lipid storage S3,Lipid storage S3 cell count max
Cn1c(=O)oc2cc(S(=O)(=O)N3CCN(c4cccc(Cl)c4)CC3)ccc21,?,.
COc1ccc(NS(=O)(=O)/C=C/c2ccccc2)cc1,?,.
Cn1c2ccccc2c(=O)c2c(=O)n(C3CCCCCC3)c(C3CCCCC3)nc21,-10%,-15
O=c1c2c3c(sc2nc2sc(C4CC4)nn12)CCCC3,?,.
Cc1oc2c(c1C(=O)Nc1cccc(C(=O)O)c1)CCCC2,?,.
Oc1ccc(/C=N/N(c2ccccc2)c2ccccc2)cc1O,?,.
CCCC(=O)Nc1nc(C(=O)OCC)cs1,-11%,-4
CC(=O)c1ccc(NC(=O)C(C)OC(=O)c2ccc3c(c2)nc(C)n3-c2ccccc2)cc1 (configuration not stated),?,.
CCOC(=O)/C(=C\C=C\N1CCOCC1)C(C)=O,?,.
Cc1ccc2c(N)c(C(=O)c3ccccc3)sc2n1,12%,4
